From PubChem
DAGLB inh: blocks human DAGLB lipase activity. Q8NCG7. HEK293T DAGLB membrane lysate, EnzChek fluorogenic substrate. inhibition, % at 5.17 µM. 0.059% of 340,000 active. AID 504411; in the data active means inhibition above about 34%;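 further: 0% = enzyme with vehicle and 100% = wells lacking enzyme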
Target sequence (Q8NCG7 whole entry, looked up): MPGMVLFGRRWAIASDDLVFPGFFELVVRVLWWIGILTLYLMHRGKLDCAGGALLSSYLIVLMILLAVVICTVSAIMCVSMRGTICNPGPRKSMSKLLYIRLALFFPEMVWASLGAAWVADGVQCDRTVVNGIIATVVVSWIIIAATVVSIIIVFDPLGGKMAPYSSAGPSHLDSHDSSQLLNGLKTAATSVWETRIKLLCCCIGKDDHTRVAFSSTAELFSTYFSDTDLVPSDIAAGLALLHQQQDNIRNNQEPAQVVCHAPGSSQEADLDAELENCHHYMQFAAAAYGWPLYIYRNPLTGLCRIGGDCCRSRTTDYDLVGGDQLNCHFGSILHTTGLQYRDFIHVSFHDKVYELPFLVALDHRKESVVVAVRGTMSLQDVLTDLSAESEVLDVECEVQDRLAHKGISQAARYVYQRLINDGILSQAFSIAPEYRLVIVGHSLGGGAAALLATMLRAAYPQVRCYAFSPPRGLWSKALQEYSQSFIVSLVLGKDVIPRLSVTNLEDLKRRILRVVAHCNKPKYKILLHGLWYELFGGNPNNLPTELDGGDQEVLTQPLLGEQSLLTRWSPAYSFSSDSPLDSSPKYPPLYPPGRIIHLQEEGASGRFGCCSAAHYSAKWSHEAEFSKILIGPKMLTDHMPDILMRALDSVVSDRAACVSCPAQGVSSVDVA
NSD2 HMT inh: blocks human histone methyltransferase NSD2 | AID 743445 | inhibition, % at 12.5 µM | 0.54% of 310,000 active | O96028 | NSD2 peptide methylation, AlphaScreen, 120 min; in the data active means inhibition above about 50%
Arr AP2 block: human beta-arrestin and AP2 interaction inhibition | FITC-arrestin peptide / GST-AP2 beads, flow cytometry; AP2 beta2 appendage carries R879A mutation | inhibition, % at 10 µM | AID 504490 | 0.31% of 340,000 active;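 active means inhibition above a set limit, near 3 SD of compounds lacking own fluorescence, cut at about 54% in these data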;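 further: plate controls were DMSO wells for no effect and 5 µM unlabelled arrestin peptide for full effect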
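System: GST-AP2 R879A bound to glutathione beads, E. coli-expressed. Also added: 50 nM FITC-arrestin peptide. Schedule: compound with beads 12 min RT, then probe 1 h RT. Signal: bead flow cytometry, FITC channel. Read-out basis: percent response.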
Keap1-Nrf2 PPI: Keap1-Nrf2 (human) interaction inhibition; Q14145; Keap1 Kelch-Nrf2 peptide fluorescence polarization, 1536-well; inhibition, % at 9.4 µM; 0.15% of 340,000 active; in the data active means inhibition above about 12%; inconclusive means no clear call, values can overlap the other calls; inactive means below about 7.3%;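 further: human Keap1 Kelch domain with fluorescein labeled Nrf2 9mer peptide probe; 0% = neutral control wells and 100% = peptide positive control; higher means more block of Keap1 binding to Nrf2 peptide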
PvdQ acylase: P. aeruginosa PvdQ acylase inhibition; purified PvdQ acylase, fluorescence plate reader; inhibition, % at 10 µM; 0.063% of 340,000 active; in the data active means inhibition above about 30%, passing the limit was not always enough; inconclusive means no clear call, values can overlap the other calls;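 further: 0% = vehicle neutral wells and 100% = reference inhibitor wells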
PKA-R2B activ: PKA-R2B complex activation. P22694+P31323. PKA-R2B holoenzyme dissociation, Cy5-IP20 fluorescence polarization; R2B truncated from residue 108, S112A mutant; 0% DMSO only, 100% 113 µM cGMP. activation, % at 11.4 µM. 0.079% of 340,000 active;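 active means activation above a cutoff set at the mean over all compounds plus 3 SD, cut at about 18% in these data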;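 further: higher means more holoenzyme dissociation and a rise in polarization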
Target sequence (P31323 whole entry, looked up, other chains not shown, the tested form may be a part): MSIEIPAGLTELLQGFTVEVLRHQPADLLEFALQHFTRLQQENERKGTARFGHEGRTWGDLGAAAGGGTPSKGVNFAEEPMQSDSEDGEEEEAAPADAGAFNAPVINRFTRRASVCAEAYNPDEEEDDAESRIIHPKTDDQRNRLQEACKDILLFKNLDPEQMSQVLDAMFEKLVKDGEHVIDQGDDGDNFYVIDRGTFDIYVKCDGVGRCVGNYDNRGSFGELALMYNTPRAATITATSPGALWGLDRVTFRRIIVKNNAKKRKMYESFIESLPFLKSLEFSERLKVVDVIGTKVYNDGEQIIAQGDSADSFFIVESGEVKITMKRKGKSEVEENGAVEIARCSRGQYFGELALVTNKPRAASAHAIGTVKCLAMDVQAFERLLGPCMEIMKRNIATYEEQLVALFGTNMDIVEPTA
SR-BI DiI inh: inhibitors of mouse SR-BI mediated HDL lipid uptake; Q61009; ldlA[mSR-BI] CHO cells, DiI-HDL uptake fluorescence, 3 h; inhibition, % at 12.5 µM; 0.96% of 320,000 active;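 active means mean replicate inhibition of at least 70% and a set share of replicates each scoring 70 or more; inconclusive means meets just one of the two criteria; inactive means fails both criteria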;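 further: 0% = median of neutral control wells and 100% = median of positive control wells; values of inactives mirror those of a sister screen read the other way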
LANA DNA inh: inhibitors of KSHV LANA C-terminal domain DNA binding | inhibition, % at 9 µM | 0.078% of 340,000 active | MBP-C-LANA/FAM-LBS DNA binding, fluorescence polarization | AID 504423;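 active means highest replicate inhibition at or above 60% at 9 µM, even if other replicates fall short; inactive means all replicates below 60% inhibition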;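 further: 0% = neutral control wells and 100% = 4 µM acridine orange control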
RTF Ca sens inh: cardiac RTF calcium desensitization; P19429+P45379; IANBD-labeled cardiac RTF, Ca2+ fluorescence; inhibition, % at 7.15 µM; 0.12% of 340,000 active; AID 493244;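 active means inhibition above the mean inhibition of all tested compounds plus 3 SD, cut at about 17% in these data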;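 further: assay run at fixed EC70 calcium of 1.6 mM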
SR-BI uptake up: SR-BI HDL lipid transfer activation; AID 504775; activation, % at 12.5 µM; 0.096% of 320,000 active; CHO ldlA[mSR-BI] cells, DiI-HDL uptake fluorescence, 3 h; 100 = double the neutral-control signal;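 active means mean replicate activation of at least 60% and every replicate at or above 60%; inconclusive means mean or all-replicate condition met, but not both; inactive means mean below 60% and not all replicates reaching 60%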;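 further: 0% = median plate neutral-control signal and 100% = twice that signal; values of inactives mirror those of a sister screen read the other way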
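Material: SR-BI-overexpressing, LDLR-lacking CHO cells | Dosing: Single compound concentration, delivered by pin transfer | Probe or stimulus: Labelled HDL, 10 µg/mL | Signal: Bottom-read cell fluorescence after medium removal, ex 550/em 595 nm | Schedule: 3 h, 37 °C | Evaluation: HDL uptake via cellular fluorescence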
* = called active by the depositor; i = inactive; u = inconclusive; x = no result given. This is a subset (hit frequency here may not be typical).

SMILES	PvdQ acylase	Keap1-Nrf2 PPI	DAGLB inh	NSD2 HMT inh	SR-BI uptake up	PKA-R2B activ	RTF Ca sens inh	Arr AP2 block	LANA DNA inh	SR-BI DiI inh
C[C@]12CCC3[C@@H](CCC4=CC(=O)CC[C@@]43C=O)C1CCC2=O (stereo partly specified)	2	-1	-3	1	10	-5	-1	13	x	-10
c1cc2c(cc1N1CCCCC1)C1CC2CCN1 (stereo unspecified)	-1	-5	-5	x	-5	-10	5	19	-1.4	5
COc1ccc(C(C)=O)cc1CC(C(=O)c1ccc(Br)cc1)N(C)C (stereo unspecified)	6	-2	-3	2	20	-2	-6	14	3.1	-20
Clc1ccc(OCC#CCN2CCCCCC2)cc1	2	1	-2	8	13	-3	0	18	-0.1	-13
COC12C(COC(N)=O)C3=C(C(=O)C(C)=C(N)C3=O)N1CC1C2N1C (stereo unspecified)	-11	4	-1	x	8	-2	-1	5	-2.0	-8
CCOC(=O)c1cc(C)sc1/N=C/C1C(=O)NC(=S)NC1=O	12	-2	-1	5	8	-16	-8	23	2.8	-8
C#C[C@]1(O)CCC2C3CC=C4C[C@H](O)CC[C@]4(C)C3CC[C@@]21C (stereo partly specified)	-18	-1	0	-1	-46	-16	0	-1	0.0	46
Cc1cc(/C=C2/C(=O)NC(=O)N(c3ccc(Br)cc3)C2=O)c(C)n1C	0	-2	0	1	13	-1	-11	5	2.5	-13
O=[N+]([O-])c1ccc(CN2CC=C(c3ccccc3)CC2)cc1	-11	-8	-15	0	24	7	-19	-2	3.5	-24
COc1cccc(OCC(=O)N2CCN(C)CC2)c1	-10	3	-2	-2	15	0	-3	3	-0.1	-15
COC(=O)C1=C(c2ccc3ccccc3c2)C[C@@H]2CC[C@H]1N2C(=O)NCCCOC(C)C	0	1	-3	x	9	5	-1	25	0.7	-9
COC(=O)C1=C(c2ccc(OCc3ccccc3)cc2)C[C@@H]2CC[C@H]1N2C(=O)NCCN1CCOCC1	13	0	-1	x	15	0	0	-3	1.5	-15
CC(=NCc1ccco1)c1c(O)n(Cc2ccccc2)c(=O)[nH]c1=O	-7	-2	7	-2	46	7	-3	5	1.8	-46
CN1C(=O)C(=Cc2ccc(N3CCOCC3)o2)C(=O)N(C)C1=S	-5	-52	4	1	2	0	-34	10	-19	-2
O=C(COc1ccccc1)N1CCN(C2CC3CCC2C3)CC1 (stereo unspecified)	-17	-6	-5	-6	13	-2	-8	6	0.2	-13
C=C1C2[C@H](OC(C)=O)[C@@H]3CC(=O)[C@]4(C)OC[C@@]3(C)[C@@]4(O)[C@@H](OC(C)=O)[C@H](OC(C)=O)[C@@]2(COC(=O)c2ccccc2)[C@@H](OC(C)=O)C[C@@H]1O (stereo partly specified)	1	-3	0	x	13	8	1	4	2.1	-13
Fc1c(F)c(F)c(N2CCNCC2)c(F)c1F	-9	-3	2	0	14	-3	4	-1	-11	-14
O=C(COc1ccc(Cl)cc1Cl)N1CCN(C/C=C/c2ccccc2)CC1	-8	-4	-4	15	-13	-10	0	-2	1.1	13
O=P(C(c1c[nH]c2ccccc12)N1CCOCC1)(N1CCOCC1)N1CCOCC1 (stereo unspecified)	-14	1	-1	x	19	-1	2	-6	-0.4	-19
Cc1nn(C2CCOC(C)(C)C2)c2c1C(c1ccc3c(c1)OCO3)SCC(=O)N2 (stereo unspecified)	-14	-11	0	-1	-25	-3	-3	-3	0.0	25
CNc1cc(Cl)c2nonc2c1[N+](=O)[O-]	-1	3	-6	3	9	2	-1	-2	-0.1	-9
CCn1c(=O)cc(SCC(=O)N2CCC3(CC2)OCCO3)c2ccccc21	4	3	0	0	-3	10	-6	11	-0.7	3
Cc1ccc(C2=NCC(=O)Nc3ccc(Br)cc32)cc1	-9	-3	-1	0	-11	-5	2	1	-1.1	11
COC(=O)[C@@H]1[C@@H](C(=O)OC)C2(c3ccccc3-c3ccccc32)N(c2ccc(Cl)cc2)N1C#N	8	0	17	-4	-57	3	-4	24	-0.8	57
O=C(O)COc1ccccc1	9	2	1	x	1	6	-4	12	-0.6	-1
COc1ccc2[nH]cc(C(=O)CN(C)C)c2c1	-6	-5	-1	x	-2	-1	-1	-9	-0.6	2
COC(=O)C1=C(c2cc3ccccc3s2)C[C@@H]2CC[C@H]1N2C(=O)NCCS(C)=O (stereo partly specified)	-8	0	1	x	15	-2	-1	19	1.5	-15
COc1ccc2c(c1)c(C(=O)O)c(C)n2C(C)C	-7	1	0	0	17	-11	-6	9	0.1	-17
Cc1ccc2c(c1)CC1(CN2C)C(=O)NC(=O)N(c2cc(C)ccc2C)C1=O (stereo unspecified)	-14	-2	-1	4	26	-7	-5	-2	0.1	-26
CC(C)c1ccc(N=Nc2c(O)[nH]c(=O)[nH]c2=O)cc1	-12	2	x	1	9	x	x	-15	4.9	-9

A second format for some results above.
canonical_smiles: C=C1C2[C@H](OC(C)=O)[C@@H]3CC(=O)[C@]4(C)OC[C@@]3(C)[C@@]4(O)[C@@H](OC(C)=O)[C@H](OC(C)=O)[C@@]2(COC(=O)c2ccccc2)[C@@H](OC(C)=O)C[C@@H]1O (stereo partly specified)
  PvdQ acylase = 1; Keap1-Nrf2 PPI = -3; DAGLB inh = 0; NSD2 HMT inh = x; SR-BI uptake up = 13; PKA-R2B activ = 8; RTF Ca sens inh = 1; Arr AP2 block = 4; LANA DNA inh = 2.1; SR-BI DiI inh = -13

canonical_smiles: Fc1c(F)c(F)c(N2CCNCC2)c(F)c1F
  PvdQ acylase = -9; Keap1-Nrf2 PPI = -3; DAGLB inh = 2; NSD2 HMT inh = 0; SR-BI uptake up = 14; PKA-R2B activ = -3; RTF Ca sens inh = 4; Arr AP2 block = -1; LANA DNA inh = -11; SR-BI DiI inh = -14

Continued:
SMILES	PvdQ acylase	Keap1-Nrf2 PPI	DAGLB inh	NSD2 HMT inh	SR-BI uptake up	PKA-R2B activ	RTF Ca sens inh	Arr AP2 block	LANA DNA inh	SR-BI DiI inh
CC1(C)CC2(CCO1)NCCN1C(=O)CSC12 (stereo unspecified)	u	-8	-2	-2	-5	0	-7	12	0.5	5
O=C(Nc1ccc(C(F)(F)F)cc1)OC1CN2CCC1CC2 (stereo unspecified)	-29	-6	1	21	3	-9	0	9	1.5	-3
CC12CCC(=O)C=C1CCC1C2CCC2(C)C(O)(C(=O)CO)CCC12O (stereo unspecified)	0	2	0	-1	18	2	-13	10	-1.5	-18
O=C1Nc2ccc(Br)cc2C(c2ccc(Cl)cc2)=NC1O (stereo unspecified)	-10	2	0	1	-27	16	-3	-1	3.1	27
O=c1cc(C(F)(F)F)c2cc3c4c(c2o1)CCCN4CCC3	-5	14*	-234	-12	-35	1	i	0	19	35
OCCN1C2CCC1CC(O)(c1ccc(F)cc1)C2 (stereo unspecified)	6	-1	2	-2	-4	-8	0	11	-0.8	4
COC(=O)C1=C(c2cccc(C#N)c2)C[C@@H]2CC[C@H]1N2C(=O)NCCc1ccccc1	0	-1	-1	x	7	4	2	26	2.5	-7
C=CCn1c(O)c(C=NCCN(C)C)c(=O)[nH]c1=O	-1	-7	6	-1	31	1	-12	-4	-4.5	-31
COc1ccc(-n2c(O)c(C(C)=NCCCn3ccnc3)c(=O)[nH]c2=O)cc1	8	-1	1	1	3	4	-3	30	0.8	-3
CC12CN3CC(c4ccccc4)(CN(C1)C31CCCCC1)C2=O	-9	0	-2	-1	25	1	-15	7	0.9	-19
CCOC(=O)c1c(N)n(Cc2ccco2)c2nc3ccccc3nc12	-17	-4	-1	-2	-2	0	-27	8	5.3	2
CCOc1ccc(C2CC(c3c(O)n(C)c(=O)n(C)c3=O)=NN2)cc1 (stereo unspecified)	-9	-6	2	-2	11	0	-3	-15	0.3	-11
COC(=O)C1=C(c2ccc(-c3ccccc3)c(F)c2)C[C@@H]2CC[C@H]1N2C(=O)N1CCCC1	-9	-4	-2	x	-8	-5	-8	-4	-1.2	8
CC1CN=C(NCCc2ccccc2)S1 (stereo unspecified)	-12	2	1	-3	21	-6	-12	-14	-1.5	-21
O=c1c2ccccc2nc(CN2CCCCCC2)n1-c1ccc(F)cc1	-6	-8	3	16	8	-4	-4	-1	-0.8	-8
CCOC(=O)c1c(N)n(CCCOC(=O)c2ccco2)c2nc3ccccc3nc12	0	1	-1	29	21	-5	0	10	0.6	-21
COC(=O)C1=C(c2ccc(C(C)=O)cc2)C[C@@H]2CC[C@H]1N2C(=O)N1CCOCC1	8	3	-3	x	12	-1	5	16	-1.5	-12
C=CCn1c(O)c(/C(CC)=N/NC(=S)Nc2ccccc2)c(=O)[nH]c1=O	-5	-1	1	-8	10	-3	0	22	3.0	-10
CCOC(=O)Cn1cc(C(=O)c2ccccc2)c2ccccc21	-11	-2	-4	-2	-53	-1	1	8	0.4	53
CCC(=O)c1cc(F)c(N2CCN(CC)CC2)cc1C	-13	2	-1	0	28	-9	-9	-5	1.5	-28
CC(C)N1CCN(Cc2cccc3c2OCO3)CC1CCO (stereo unspecified)	-3	-4	0	5	17	2	3	-1	-1.9	-17
O=C(O)C12C3CCCC1C32c1ccccc1 (stereo unspecified)	0	-5	0	-4	13	-1	-3	-7	0.3	-13
C=CCN1C(=O)C2(C(C(=O)OCC)=C(N)Oc3ccccc32)c2c1c1ccccc1oc2=O (stereo unspecified)	9	-8	-4	1	8	-6	-3	8	-1.9	-8
O=C(Cn1nc(-c2ccccc2)ccc1=O)N1CCC2(CC1)OCCO2	-10	-1	0	-10	4	0	-2	-19	0.3	-4
CN(N)N=Nc1nc2c([nH]1)c(=O)n(C)c(=O)n2C	-7	1	2	14	8	-2	-8	24	-1.9	-8
OC12Oc3ccccc3C=C1N1CCC2CC1 (stereo unspecified)	-7	2	2	-3	x	2	-11	9	0.7	x
COc1ccc(NC(=O)N2CCC3(CC2)OCCO3)cc1OC	4	-3	0	-3	24	-1	7	-1	1.9	-24
C/C(=N\N1CCN(C)CC1)c1c(O)[nH]c(=O)[nH]c1=O	-3	2	-1	17	41	-6	9	-9	-0.1	-41
COc1cccc(CN2CCNCC2)c1OC	-7	0	1	-6	7	-13	6	2	2.8	-7
COc1ccc(C(=O)C23CN4CN(CN(C4)C2)C3)cc1	-5	1	-2	-1	10	9	-11	-1	-0.9	-10
O=c1[nH]c(=O)n(CCC2=CCCCC2)c(O)c1/C=N/N1CCOCC1	15	-1	2	-1	-8	3	2	15	0.4	8
C[C@H](N)CN1CCc2ccc(Br)cc21	-9	-4	3	x	7	8	-11	-6	1.9	-7
CN1CCN(c2ccc(C(N)=O)cc2N)CC1	-22	-5	-5	x	-9	1	-10	1	6.0	9
CN1CCN(/N=C/c2c(O)n(Cc3ccc(F)cc3)c(=O)[nH]c2=O)CC1	-6	0	-1	0	-3	-1	-9	12	-1.3	3
